Bioassay records from PubChem.
VHR inh color – blocks the human dual specificity phosphatase VHR1. P51452. recombinant VHR phosphatase, colorimetric substrate read-out. inhibition, % at 20 µM. 0.7% of 50,000 active. AID 1992; in the data active = inhibition above about 60%; also: some results filed as inactive read as strong as hits
Target sequence (P51452 whole entry, looked up): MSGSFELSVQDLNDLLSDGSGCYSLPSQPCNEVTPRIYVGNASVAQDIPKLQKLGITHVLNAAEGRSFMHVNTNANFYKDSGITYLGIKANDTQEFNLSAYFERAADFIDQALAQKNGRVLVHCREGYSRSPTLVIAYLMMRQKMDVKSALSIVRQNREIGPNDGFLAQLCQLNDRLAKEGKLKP
An asterisk follows results filed as active.

SMILES | VHR inh color
COc1ccc(N2C(=O)/C(=C/c3ccc(OCC(=O)O)c(Br)c3)C(=O)NC2=S)cc1 | 58
O=P(O)(OC(c1ccccc1)C(F)(F)F)c1ccccc1 (centres undefined) | -16
O=C(COc1ccc2ccccc2c1)N1c2ccccc2Sc2ccccc21 | 7
O=C(Nc1ccc(Cl)c(Cl)c1)Nc1ncccc1Cl | -1
COC(=O)c1cccc(N2C(=O)c3ccc(C(=O)c4cccc([N+](=O)[O-])c4)cc3C2=O)c1 | 5
O=C(NCC1CCNCC1)C(=O)NC1CCCCC1 | 1
O=C(Nc1ccc(Cl)cc1)c1cccc(S(=O)(=O)N2CCCCC2)c1 | 4
COc1ccc(Oc2coc3cc(OC(C)=O)ccc3c2=O)cc1 | -4
Cc1ccc(N2CC(C(=O)N/N=C/c3ccc4c(c3)OCO4)CC2=O)cc1 (centres undefined) | 6
CC(C)NC(=O)CN(c1cccc(Cl)c1)S(C)(=O)=O | -23
CCOC(=O)c1c(NC(=O)c2cc(OCC)c(OCC)c(OCC)c2)sc(C)c1C | 6
Cc1nn(-c2ccccc2)c(C)c1/C=N/NC(=O)c1cc(-c2ccc(Cl)cc2)n[nH]1 | 20
COCCOC(=O)c1c(C)oc2ccc(OCc3c(F)c(F)c(F)c(F)c3F)cc12 | -7
O=c1c(Br)c(N2CCCC2)cnn1-c1ccccc1 | -13
CCCCCCOC(=O)C1CN1C(Cc1ccccc1)C(=O)OC (centres undefined) | -34
CCOC(=O)c1ccc(NC(=O)CN2C(=O)CCC2=O)cc1 | -15
O=C(O)c1ccccc1C(=O)NC1=NN(c2ccccc2)CC1 | -4
Cc1cc(OCC(=O)Nc2cc(Cl)cc(Cl)c2)ccc1Br | 4
O=C(Cn1c(C(F)(F)F)nc2ccccc21)c1ccc(Cl)cc1 | 18
O=C1c2ccccc2NC(c2ccc(O)cc2)N1Cc1ccco1 (centres undefined) | -22
CCOc1cc(C(=O)Nc2ccc(N3CCOCC3)cc2)cc(OCC)c1OCC | -8
CN(C(=O)c1ccc(Cl)cc1)c1ccccc1 | -3
Cc1nc2cc(-c3ccco3)[nH]n2c(=O)c1C | 2
O=S(=O)(c1cccs1)n1cnc2ccccc21 | 4
O=C(CC(c1ccccc1)c1ccccc1)Nc1ccc(Cl)cn1 | 3
COc1c(I)cc(I)cc1C1NC(=O)c2c(sc3c2CCCC3)N1 (centres undefined) | 0
Cc1ccccc1OCC(=O)Nc1ccc(F)cc1F | -5
COc1cc2c(cc1NC(=O)c1cccc(Br)c1)oc1ccccc12 | -12
CCOC(=O)c1cc(=O)n2[nH]c(-c3ccc(Cl)cc3)cc2n1 | 20
CCSc1nnc(NC(=O)/C=C/c2ccc(F)cc2)s1 | -36
CCOC(=O)c1c(-c2cccs2)csc1NC(=O)c1ccc(N2C(=O)CCC2=O)cc1 | -3
S=C(Nc1cccc2ccccc12)NC1CN2CCC1CC2 (centres undefined) | 0
CC(C)(C)c1ccc(OCCOc2ccc(C=C3C(=O)NC(=S)NC3=O)cc2)cc1 | 44
COc1ccc(CCNC(=O)COc2ccc(OC)cc2)cc1 | -13
O=C(NCc1ccc(Cl)cc1)C(=O)Nc1ccc([N+](=O)[O-])cc1 | -5
CC(c1ccccc1)c1nnc(N)s1 (centres undefined) | 2
CC(C)COc1ccc(C(=O)N/C(=C/c2ccc3c(c2)OCO3)C(N)=O)cc1 | -5
O=C(NC(=S)Nc1ccc(Cl)c(-c2nc3cc(Cl)ccc3o2)c1)c1ccco1 | -9
CC(=O)c1c(C)nn2c3ccccc3n(CCN3CCCCC3)c12 | -14
COc1ccccc1NC(=O)N1CCN(c2cccc(C(F)(F)F)c2)CC1 | -19
COc1ccc(CCNC(=O)COc2cccc(C)c2)cc1 | 6
Cc1ccc(NC(=S)N/N=C2\CC(=O)CC(C)(C)C2)cc1 | 4
O=C(NCCCNc1ccc([N+](=O)[O-])cc1Cl)c1ccc(F)cc1 | 4
CC(C)(C)c1cc(Br)ccc1OCC(=O)O | 42
CCc1ccc(-n2[nH]c(C)c(/C=C3/C=Nc4ccccc43)c2=O)cc1 | -12
Cn1cc(C=C2C(=O)NC(=S)NC2=O)c2ccccc21 | -12
C(=N\n1cnnc1)/c1ccc(OCCOc2ccccc2)cc1 | -20
COC(=O)CN1C(=O)/C(=C\c2ccc([N+](=O)[O-])cc2)SC1=S | -5
CN(C)CCOC(=O)CCc1cc(C(C)(C)C)c(O)c(C(C)(C)C)c1 | 6
Cc1cccc(C(C)C)c1NC(=O)CCCOc1ccccc1 | -5
CC(=O)NC(=Nc1nc2ccccc2s1)NC(C)=O | -45
CCOc1ccc(CNCCc2ccc3c(c2)OCO3)cc1 | -12
CCOC(=O)c1c(C)oc2ccc(OCc3ccc(F)cc3)cc12 | 6
O=C1S/C(=C/c2ccc(F)cc2)C(=O)N1CNc1ccc(I)cc1 | 5
CSC(=O)NC1(Cc2ccc(O)cc2)CCCCC1 | -2
Cc1csc(NC(=O)c2cnccn2)n1 | -6
N#C/C(=C(/O)c1ccc(Cl)cc1Cl)c1nc2ccccc2[nH]1 | 32
CCCC(=O)NC(c1ccccc1Cl)c1c(O)ccc2ccccc12 (centres undefined) | -30
O=C(Nc1ccc(F)c([N+](=O)[O-])c1)C(c1ccccc1)c1ccccc1 | 10
Cc1[nH]n(-c2ccccc2)c(=O)c1C=Nc1ccc(Br)cn1 | -31

Part of the list above, with tabs:
Molecule	VHR inh color
CC(C)COc1ccc(C(=O)N/C(=C/c2ccc3c(c2)OCO3)C(N)=O)cc1	-5
O=C(NC(=S)Nc1ccc(Cl)c(-c2nc3cc(Cl)ccc3o2)c1)c1ccco1	-9
CC(=O)c1c(C)nn2c3ccccc3n(CCN3CCCCC3)c12	-14

The listing continues:
SMILES | VHR inh color
CC1CC(Nc2ccccc2)c2ccccc2N1C(=O)c1ccccc1[N+](=O)[O-] (centres undefined) | -25
CN1CCN(c2nc3ccccn3c(=O)c2/C=C2\SC(=S)N(Cc3ccco3)C2=O)CC1 | 7
CCOC(=O)c1ccc(NC(=O)CN(c2ccc(OC)cc2OC)S(C)(=O)=O)cc1 | 3
Cc1ccc(Cl)cc1NC(=O)c1c(-c2ccccc2)noc1C | -5
O=C(O)c1cccc2c1NC(c1cccc3ccccc13)C1CC=CC21 (centres undefined) | 23
Cc1ccc(C(=O)N/C(=C\c2cccs2)C(=O)NCc2cccnc2)cc1 | -10
FC(F)(F)c1cc(-c2cccs2)nc2cc(-c3ccccc3)nn12 | 1
CC1CCc2c(sc(NC(=O)C3CC=CCC3C(=O)O)c2C(N)=O)C1 (centres undefined) | -2
C/C(=N\N=C1\NC(=O)C(CC(=O)Nc2cccc(C)c2C)S1)C(C)(C)C (centres undefined) | -9
CCOc1nc(-c2ccccc2)c2cc(C)ccc2n1 | -5
COc1ccc(-c2cc(-c3ccccc3)nc(N/N=C/c3ccccc3F)n2)cc1 | -12
CCOC(=O)C(CCCCOc1cc(C)cc(C)c1)C(=O)OCC | 9
Cc1cccc(OCC(=O)Nc2ccc(C)c(C)c2)c1 | -6
COc1cc(/C=C/[N+](=O)[O-])cc(Br)c1O | 7
CCCOC(=O)c1ccc(NC(=O)CCC(=O)OC)cc1 | -5
Cc1nc2cc(Nc3nnc(-c4ccc(Cl)cc4)c4ccccc34)ccc2n1C | 3
CCOC(=O)C1=C(O)/C(=C/c2cccs2)SC1=Nc1cccc(Cl)c1 | 3
CCOc1ccc(/C=N/Nc2nc(N3CCCCC3)nc(N3CCCCC3)n2)cc1OC | -8
CCOc1cc(/C=N\N2CCN(c3ccc(Cl)cc3)CC2)ccc1O | 17
COCCCNC(=O)CN(c1ccccc1OC)S(=O)(=O)c1ccccc1 | 0
COc1ccc(NC(=O)COc2ccc(C(C)C)cc2)c(OC)c1 | 2
O=C1NN(c2ccccc2)C(=O)/C1=C/c1ccc(F)c(Br)c1 | 26
CCOC(=O)N1CCN(C(=S)Nc2ccccc2)CC1 | 6
CCn1c(C)c(C(=O)OC)c(/C=C2\C(=O)C=Cc3ccccc32)c1O | -10
COc1cc(/C=C2\SC(=S)N(NC(=O)c3ccc(O)c(OC)c3)C2=O)ccc1O | 10
C=CCNc1nc(-c2ccc(F)cc2F)cs1 | -3
O=C(Nc1ccc2oc(-c3ccc(F)cc3Cl)nc2c1)c1cc2ccccc2o1 | -15
COC(=O)C1=CNC=C(C(=O)OC)C1c1cccc(OCc2ccccc2)c1 | -7
CCN1C(=O)/C(=C/c2ccc(OC(=O)c3ccccc3I)c(OC)c2)SC1=S | 3
COc1cc(-c2nnc(NC(=O)c3ccc(C(C)(C)C)cc3)s2)cc(OC)c1OC | -7
Cc1ccccc1-n1c(/C=C/c2ccc3c(c2)OCO3)nc2ccccc2c1=O | -4
Cc1cccc(NC(=O)CSc2nnc(NC(=O)CN3CCOCC3)s2)c1 | -4
Cc1cc(C)c(NS(=O)(=O)c2ccc3ccccc3c2)c(C)c1 | -1
CCn1c2ccccc2c2cc(CN3CCN(Cc4ccc(OC)c(OC)c4OC)CC3)ccc21 | 8
CN1CCN(NC(=O)c2sc3ccccc3c2Cl)CC1 | 80
C(=NCCCN1CCOCC1)c1c[nH]c2ccccc12 | 2
Cc1cccc(N=Cc2c(O)n(-c3ccccc3F)c(=O)[nH]c2=O)c1 | -3
CCCOc1ccc(-c2ccc(-c3noc(CCC)n3)cc2)cc1 | -9
Cc1ccc(-c2nc3ccccc3o2)cc1NC(=O)/C=C/c1ccc(Cl)cc1 | 1
O=C(N/N=C\c1cc(I)ccc1O)c1ccc(Br)cc1 | -12
Cc1ccc(S(=O)(=O)Nc2cc(C)c(O)c(C)c2)cc1 | 7
Cc1ccc(N2C(=O)C(Cl)=C(N3CCOCC3)C2=O)c(C)c1 | -17
CC1(C)Nc2ccccc2N(Cc2ccccc2)C1=O | -25
O=C1NC(=O)C(=Cc2ccc(N3CCOCC3)cc2)C(=O)N1 | -3
Cc1ccc(/C=C/C(=O)NC(=S)Nc2ccc(S(=O)(=O)N=C(N)N)cc2)cc1 | -22

Another view of five compounds above:
SMILES,VHR inh color
Cc1cccc(NC(=O)CSc2nnc(NC(=O)CN3CCOCC3)s2)c1,-4
CN1CCN(NC(=O)c2sc3ccccc3c2Cl)CC1,80
CCCOc1ccc(-c2ccc(-c3noc(CCC)n3)cc2)cc1,-9
Cc1cccc(N=Cc2c(O)n(-c3ccccc3F)c(=O)[nH]c2=O)c1,-3
CCn1c2ccccc2c2cc(CN3CCN(Cc4ccc(OC)c(OC)c4OC)CC3)ccc21,8

(list continues)
SMILES | VHR inh color
Cn1nnnc1SCc1ccc(F)cc1 | -6
Oc1ccc2ccccc2c1CN=Cc1cccnc1 | 41
CCOc1cc(/C=C2/C(=O)NC(=O)N(c3ccc(C)cc3)C2=O)cc(Cl)c1O | -6
Cc1ccc(C)c(N2C(=O)C3C(C2=O)C2(C)C(=O)C3(C)C(c3ccccc3)=C2c2ccccc2)c1 (centres undefined) | -26
COc1cc(/C=C(/C#N)c2nc3ccccc3[nH]2)c([N+](=O)[O-])cc1OCCC(C)C | -2
Cc1ccnc(N2C(=O)C3C4c5ccccc5C(c5ccccc54)C3C2=O)c1 (centres undefined) | -24
CCOc1ccc(NC(=O)C2=C(C)NC(=S)NC2c2c(OC)ccc3ccccc23)cc1 (centres undefined) | 34
CCCCOC(=O)CCCN1C(=O)S/C(=C\c2ccccc2)C1=S | 3
Cc1onc(-c2c(Cl)cccc2Cl)c1C(=O)NCc1ccc(Cl)cc1 | -11
CCc1c(C)c2cc([N+](=O)[O-])c(O)c(C)c2oc1=O | 5
O=C1/C(=C/c2cccs2)SC(=S)N1c1ccc(F)cc1 | -5
O=C(Nc1ccc(I)cc1Cl)c1ccc([N+](=O)[O-])cc1Cl | 1
CC(O)c1cccc(NC(=O)c2cc3n(n2)C(C(F)(F)F)CC(c2ccc(F)cc2)N3)c1 (centres undefined) | -19
CNC(=O)CCC(=O)Nc1cc(Cl)ccc1C | 10
O=c1c2c(nc3cc(-c4ccc(Br)cc4)[nH]n13)CCS2 | 9

In another format: results already given.
SMILES	VHR inh color
CCc1c(C)c2cc([N+](=O)[O-])c(O)c(C)c2oc1=O	5
O=C1/C(=C/c2cccs2)SC(=S)N1c1ccc(F)cc1	-5
O=C(Nc1ccc(I)cc1Cl)c1ccc([N+](=O)[O-])cc1Cl	1
CC(O)c1cccc(NC(=O)c2cc3n(n2)C(C(F)(F)F)CC(c2ccc(F)cc2)N3)c1 (centres undefined)	-19

The list goes on:
SMILES | VHR inh color
O=C(Cc1ccccc1)Nc1cccc(NC(=O)c2cccc(Cl)c2)c1 | -19
Nc1c(NCCCN2CCOCC2)c2ccccc2oc1=O | 8
CCOc1cccc(C(=O)Nc2nnc(-c3ccccc3C)s2)c1 | -7
Cc1ccc2oc(-c3ccc(NC(=O)c4cccnc4)cc3O)nc2c1 | 19
CCOC(=O)c1c(-c2ccc(C)cc2)csc1NC(=O)c1cc2ccccc2oc1=O | -20
CCCCOC(=O)c1cccc(NC(=O)c2cncc(Br)c2)c1 | -18
CCOc1ccc(C(=O)Nc2ccc(Oc3ccccc3)cc2)cc1 | 4
C/C(=N\OCC(=O)N/N=C/c1cc(Br)cc(Br)c1O)c1cccs1 | -15
O=c1c2ccccc2nc2n1S(=O)(=O)c1ccccc1-2 | -6
Cn1c(CNc2ccccc2O)nc2ccccc21 | -8
Cc1cccc(CN2CCN(C(=O)c3cccs3)CC2)c1 | -13
CCOC(=O)C1=C(C)NC(=S)NC1c1ccc(OC(=O)c2ccco2)cc1 (centres undefined) | 4
CC(=O)N1CCN(c2ccc(NC(=O)c3ccc4c(c3)OCCO4)cc2)CC1 | -6
CCOC(=O)C(CCCCOc1cccc(OC)c1)C(=O)OCC | 6
O=C(N/N=C/c1ccc([N+](=O)[O-])c(O)c1)c1cccc(F)c1 | -3
Cc1ccccc1S(=O)(=O)Nc1c(C)n(C)n(-c2ccccc2)c1=O | -23

Only part of the results is shown. The share of hits here may be higher or lower than overall.
